# TNF death inh: inhibitors of TNF-alpha triggered necroptosis, primary screen, cell-based, Jurkat FADD-/-, single concentration; Jurkat FADD-/- TNF necroptosis rescue, ATP luminescence, 24 h; 0 = TNF only, 100 = no-TNF cells; 0.068% of 220,000 active; activation (protection from cell death), % at 10 µM;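 active means activation, meaning protection from cell death, of at least 50% relative to plate controls; inactive means activation below 50%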;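 further: necroptosis triggered by 40 ng/mL TNF-alpha added together with compound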
# PERK inh: block of dimerizer-induced PERK translation repression, primary screen, PERK inhibitor project, CHO PERK-DD cells, SEAP luminescence, HTS | inhibition, % at 5.6 µM | Eukaryotic translation initiation factor 2-alpha kinase 3 (Homo sapiens), Q9NZJ5 | 0.17% of 220,000 active | CHO PERK-DD fusion, SEAP luminescence translation reporter;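 active means inhibition above the mean inhibition of all tested compounds plus 3 SD, set separately per screening campaign, cut at about 2.9% in these data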;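 further: PERK kinase domain activated by AP20187 dimerizer at 100 nM; 0% = DMSO with dimerizer and 100% = rapamycin at 8.4 µM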
# Target sequence (Q9NZJ5 whole entry, looked up, the tested form may be a part): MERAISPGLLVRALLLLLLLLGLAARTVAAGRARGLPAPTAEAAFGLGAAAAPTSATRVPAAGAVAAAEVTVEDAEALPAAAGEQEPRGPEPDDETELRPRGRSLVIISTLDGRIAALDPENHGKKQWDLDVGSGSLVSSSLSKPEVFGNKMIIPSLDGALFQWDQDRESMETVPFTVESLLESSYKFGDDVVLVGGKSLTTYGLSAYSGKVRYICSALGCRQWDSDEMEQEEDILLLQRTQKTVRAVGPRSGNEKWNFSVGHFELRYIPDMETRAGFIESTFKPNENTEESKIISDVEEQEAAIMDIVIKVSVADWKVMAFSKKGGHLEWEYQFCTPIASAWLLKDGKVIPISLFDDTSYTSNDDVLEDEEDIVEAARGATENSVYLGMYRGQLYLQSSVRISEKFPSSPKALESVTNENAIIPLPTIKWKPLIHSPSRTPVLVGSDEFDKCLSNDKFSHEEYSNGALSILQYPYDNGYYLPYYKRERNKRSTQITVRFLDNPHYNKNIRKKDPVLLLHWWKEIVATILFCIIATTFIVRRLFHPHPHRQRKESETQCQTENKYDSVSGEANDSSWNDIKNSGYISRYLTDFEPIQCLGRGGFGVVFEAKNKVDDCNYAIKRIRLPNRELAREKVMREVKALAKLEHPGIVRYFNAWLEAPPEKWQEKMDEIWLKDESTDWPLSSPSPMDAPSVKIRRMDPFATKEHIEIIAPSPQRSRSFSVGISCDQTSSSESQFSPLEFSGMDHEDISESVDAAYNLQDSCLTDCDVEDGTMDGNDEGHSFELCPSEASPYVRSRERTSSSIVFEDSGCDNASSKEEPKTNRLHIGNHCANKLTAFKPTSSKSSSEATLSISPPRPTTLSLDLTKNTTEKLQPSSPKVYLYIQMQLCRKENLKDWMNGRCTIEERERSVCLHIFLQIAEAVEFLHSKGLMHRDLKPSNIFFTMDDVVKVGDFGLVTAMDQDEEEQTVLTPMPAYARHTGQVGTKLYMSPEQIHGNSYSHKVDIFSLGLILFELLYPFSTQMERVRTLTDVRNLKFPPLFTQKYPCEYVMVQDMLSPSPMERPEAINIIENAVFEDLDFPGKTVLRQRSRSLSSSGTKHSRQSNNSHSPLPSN
# PGE2 EP2 inh: human EP2 receptor antagonists, primary screen, TR-FRET cAMP, C6 glioma cells | inhibition, % at 25 µM | C6 glioma cells expressing human EP2; cells stimulated with saturating PGE2 | Prostaglandin E2 receptor EP2 subtype (Homo sapiens), P43116 | 0.52% of 260,000 active;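 active means percent inhibition above 40 after rounding to a whole number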;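 further: rat C6 glioma host cells with rolipram phosphodiesterase inhibitor present; the protocol text gives 20 µM as final concentration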
# EP2 mod: EP2 receptor modulators, cAMP readout, primary screen, cell-based, HTRF cAMP, PGE2 stimulation | Prostaglandin E2 receptor EP2 subtype (Homo sapiens), P43116 | EP2-expressing cells, cAMP HTRF FRET, PGE2 co-stimulation | induction, % at 25 µM | 0.83% of 260,000 active | AID 940, 2007;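 active means compounds whose cAMP rise, as percent of the full-agonist control response, exceeds 60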;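 further: rat C6 glioma line stably carrying human EP2 under a CMV promoter; the protocol text gives 20 µM as final concentration; 100% = response of wells given 1 µM PGE2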
# Runt-SMMHC FRET: inhibitors of RUNX1 Runt–CBFb-SMMHC binding, primary screen, biochemical, FRET, Cerulean-Runt, Venus-CBFb-SMMHC, uHTS; Runt-related transcription factor 1 (Homo sapiens) + Core-binding factor subunit beta …; Cerulean-Runt/Venus-CBFb-SMMHC FRET ratio 530/480, 1 h; inhibition, % at 20 µM; 0.74% of 220,000 active; AID 1434, 2008;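 active means mean inhibition across duplicate retests at 20 µM reaching about 50%, limit read from the data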;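 further: 0% = DMSO wells and 100% = wells with excess untagged CBFb-SMMHC; inhibitors lower the FRET ratio by blocking Runt binding to CBFb-SMMHC; some results filed as inactive read as strong as hits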
# zVAD death inh: inhibitors of zVAD-triggered necroptosis, primary screen, L929 cells; 0.38% of 220,000 active; L929 zVAD necroptosis rescue, ATP luminescence, 24 h; with zVAD 60 µM; viability rescue, % at 10 µM;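 active means activation, scaled between plate controls, above about 75%, limit read from the data; inactive means activation under that limit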;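 further: 0% = zVAD with DMSO and 100% = DMSO alone without zVAD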
# Hck Nef HTS: inhibitors of Nef-activated human Hck kinase, primary screen, biochemical, Z-Lyte FRET, 384-well, Hck-YEEI | inhibition, % at 20 µM | 0.68% of 220,000 active | Recombinant Hck-YEEI plus Nef, Z-Lyte FRET kinase assay;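 active means Hck-Nef kinase inhibition above about 50%, limit read from the data; inactive means inhibition below that limit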;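 further: 0% = DMSO with Hck plus Nef and 100% = Hck alone without Nef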
# Runt-CBFb FRET: inhibitors of RUNX1 Runt–CBFb binding, primary screen, biochemical, FRET, Cerulean-Runt, Venus-CBFb, uHTS; Runt-related transcription factor 1 (Homo sapiens) + Core-binding factor subunit beta …; Cerulean-Runt/Venus-CBFb FRET ratio 530/480, 1 h; inhibition, % at 20 µM; 0.46% of 220,000 active; AID 1496, 2009;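 active means inhibition over about 50% at 20 µM in the single-dose screen, limit read from the data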;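 further: 0% = DMSO wells and 100% = excess unlabeled CBFb competitor control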
#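 Buffer or medium: Tris pH 7.5 buffer with BSA. Assay system: Cerulean-labeled Runt domain protein. Amount: each fluorescent fusion protein 100 nM. Read-out basis: loss of energy transfer signal. Incubation: 1 h compound exposure, room temperature. Probe or stimulus: Venus-CBFb binding partner, 100 nM. Detection: FRET, excitation 422 nm, emission at 530 and 480 nm.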
# RBBP9 inh: human RBBP9 inhibitors, primary screen, biochemical, fluorescence polarization, FP-Rh probe, HTS; Serine hydrolase RBBP9 (Homo sapiens), O75884; recombinant RBBP9; inhibition, % at 7.94 µM; 0.2% of 220,000 active;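 active means inhibition above the campaign mean of all tested compounds plus 3 SD, cut at about 14% in these data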;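 further: plate controls were DMSO wells with RBBP9 for no effect and wells lacking RBBP9 protein for full effect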
#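 Controls: DMSO-treated enzyme wells and wells lacking RBBP9 | Material: RBBP9 protein | Technique: Fluorescence polarization | Replication: Single well per compound, no replicates | Buffer or medium: Tris-NaCl-Pluronic buffer, pH 8.0 | Timing: 30 min compound preincubation, 45 min probe labeling, 25 °C | Read-out basis: Percent inhibition from mP, scaled between DMSO and no-protein wells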
# * marks the source's active call; other numbers are inactive results; . = no result given; & = joins results of further samples; ! = not confirmed by another sample.
SMILES,TNF death inh,PERK inh,PGE2 EP2 inh,EP2 mod,Runt-SMMHC FRET,zVAD death inh,Hck Nef HTS,Runt-CBFb FRET,RBBP9 inh
O=C(c1cnc(-c2ccccc2)s1)c1ccc(Cl)cc1Cl,-1.7,0.0,8,-9,1,0.4,-1,-2,-2
CCOC(=O)c1[nH]c2ccc(OC)cc2c1NS(=O)(=O)c1ccc(Cl)s1,0.6,-0.3,4,96*,-2,.,3,-2,-1
O=C1N/C(=N/O)S/C1=C\c1ccccc1-n1cccn1,-0.5,0.9,4,-5,1,2.3,20,-1,2
O=C(NCc1nnc(SCc2ccccc2)n1-c1ccc(F)cc1)C12CC3CC(CC(C3)C1)C2,-0.3,0.0,5,23,-1,5.2,0,-4,-4
COc1ccc(C(=O)NCC(=O)OCC(=O)c2ccc3c(c2)NC(=O)CO3)cc1,-1.1,1.4,4,19,3,2.1,-2,-1,0
CCN(CC(=O)NCc1ccc(Cl)cc1)S(=O)(=O)c1ccc(NC(C)=O)cc1,0.8,-0.1,1,-10,1,0.8,-23,-1,-6
COc1ccc(/C=N/N2CCN(C3c4ccccc4-c4ccccc43)CC2)cc1OC,0.9,0.8,5,19,7,0.8,5,8,-1
COc1ccc(C(=O)C2CCCN(C(=O)COc3ccc(C(C)=O)cc3)C2)cc1F (stereo unspecified),0.9,0.0,9,-34,1,0.3,21,-1,-5
NS(=O)(=O)c1ccc(-n2ncc3c(=O)[nH]c(SCC(=O)Nc4nccs4)nc32)cc1,-1.1,1.1,9,31,0,.,0,0,-14
N#Cc1c(NC(=O)CN2CCOCC2)oc(-c2ccccc2)c1-c1ccccc1,-2.6,-0.6,10,25,-4,-0.5,0,0,-16
Cc1cc(C)c(S(=O)(=O)NCC(=O)NCc2ccccn2)c(C)c1,-1.0,-0.1,1,1,0,-0.2,-5,-2,-2
CCN(CC)C(=O)Oc1ccc(OC(=O)N(CC)CC)cc1,0.7,1.6,12,1,1,1.4,-7,-3,4
COc1ccc(O[C@H]2C=C[C@@H](c3ccccc3)O[C@@H]2CO/N=C/C[C@@H]2C=C[C@H](OC(C)=O)[C@@H](COC(C)=O)O2)cc1,-1.3,-1.1,.,45,-13,-0.3,-8,-7,-10
O=[N+]([O-])c1ccc(S(=O)(=O)N(CCCN2CCOCC2)Cc2cccs2)cc1,1.4,1.5,9,35,3,-0.5,-1,-2,-4
O=C(CCCN1C(=O)c2ccccc2C1=O)NC1CCCCCC1,0.1,0.4,9,-13,0,0.9,0,0,3

# Reprinted from the part before: 2 entries; new compounds follow.
SMILES,TNF death inh,PERK inh,PGE2 EP2 inh,EP2 mod,Runt-SMMHC FRET,zVAD death inh,Hck Nef HTS,Runt-CBFb FRET,RBBP9 inh
O=[N+]([O-])c1ccc(S(=O)(=O)N(CCCN2CCOCC2)Cc2cccs2)cc1,1.4,1.5,9,35,3,-0.5,-1,-2,-4
O=C(CCCN1C(=O)c2ccccc2C1=O)NC1CCCCCC1,0.1,0.4,9,-13,0,0.9,0,0,3
COc1ccc(NC(=O)N2CCCCCC2)cc1,1.3,0.1,10,15,3,1.9,0,0,-8
Cc1ccc(OCCn2c(NC(=O)c3ccco3)nc3ccccc32)cc1,0.0,0.5,8,19,-1,-0.3,1,0,-8
O=C(/C=C/c1ccc([N+](=O)[O-])cc1)NCCOc1ccc(F)cc1,-0.3,0.3,5,-69,5,-0.2,14,-2,-7
O=C(Nc1ccc2oc(=O)ccc2c1)c1cccnc1,-2.5,-0.1,8&7,12&-28,-10,0.0,-1,-6,-7
COc1ccc(Cl)cc1NC(=S)NCCCN1CCCC1=O,-2.1,0.0,15,-12,-2,0.6,6,-1,-3
Cc1cccc(N2CCN(C(=O)C3(S(=O)(=O)c4ccc(Cl)cc4)CC3)CC2)c1C,0.6,-0.1,4,35,-3,43,26,-2,-8
CCC(CC)N=C1NS(=O)(=O)c2cc([N+](=O)[O-])ccc21,-0.1,0.8,5,12,0,1.6,-10,-1,1
Cc1cc2c(cc(C(=O)OC(C(=O)NCc3ccco3)C(C)C)n2C)o1 (stereo unspecified),-4.8,-1.5,5,-8,-2,-0.2,0,-1,-9
O=C(CCC1COc2ccccc2O1)NC1CCCCC1 (stereo unspecified),1.8,1.3,0,-9,-1,0.6,-10,-1,3
COCCn1c(SCC(=O)Nc2ccc(S(N)(=O)=O)cc2)nc2ccccc21,0.7,-1.3,17,-5,-1,0.2,8,3,-6
c1ccc(CSc2nnc3ccc(-c4ccncc4)nn23)nc1,-0.2,-0.1,2,26,-3,2.0,19,-1,-3
CC(=O)c1cc(N2CCC(C(=O)O)CC2)ccc1[N+](=O)[O-],0.9,0.0,9,20,-8,-1.2,14,-6,-10
CC(C)(C)c1cc(C(=O)NNC(=O)c2ccc(C(F)(F)F)cc2)no1,3.4,1.1,15,16,-2,0.5,3,2,-3
COc1cc(-c2c(C#N)c(N)nc(SCc3ccncc3)c2C#N)cc(OC)c1OC,-3.0,-0.1,11,-18,4,-0.8,2,-3,-5
COc1ccc(C2C(C#N)=C(N)Oc3n[nH]c(C)c32)cc1Cn1cc([N+](=O)[O-])cn1 (stereo unspecified),-0.2,0.3,14,10,3,0.0,0,-3,-6
Cc1ccc(S(=O)(=O)N2CCCCC2)cc1C(=O)N1CCN(c2ccccn2)CC1,1.7,0.0,8,1,-6,-0.3,-3,-1,13
Cc1ccc2c(c1)C(=O)C(=O)N2CCCOc1ccccc1C,-1.2,0.2,9,42,-5,3.0,20,-2,-3
COC(=O)Cc1csc(Nc2c(C)n(C)n(-c3ccccc3)c2=O)n1,-0.6,0.4,11,31,3,-0.1,13,1,1
CCSc1nc2ccccc2n1CCOc1ccccc1,-1.3,-0.3,12,48,-1,-0.2,10,-4,-4
CCOC(=O)c1cc(C#N)c(N2CCN(C)CC2)nc1-c1ccccc1,0.6,-0.1,1,11,-5,-0.8,24,-2,-4
Cc1cccn2c(CNC3CCCc4ccccc43)c(C(=O)N3CCCCC3)nc12 (stereo unspecified),1.5,-1.1,5,9,2,-0.6,8,-3,-2
O=C1CC(Sc2nnc(-c3ccccc3)o2)C(=O)N1c1ccccc1 (stereo unspecified),-17,-0.1,15,1,-1,-0.3,6,9,-9
CCOC(=O)c1c(N)sc2c(NC(C)=O)cccc12,1.9,1.2,11,-24,3,3.0,0,0,-7
Cc1nc2ccccc2c(C)c1C(=O)c1ccc(F)cc1,4.0,0.8,11,12,-1,6.7,17,1,-13
CCOC(=O)c1c(NC(=O)OC)sc2c1CCC2,-0.3,0.0,15,53,0,0.0,0,-3,-2
O=C1CCC(C(=O)OCc2c(Cl)cccc2Cl)N1 (stereo unspecified),0.5,0.8,5,15,3,-0.1,10,-2,-4
CCC(NC(=O)Nc1nnc(C(F)(F)F)s1)(C(F)(F)F)C(F)(F)F,-12,-2.1,-3,-31,-3,6.0,-1,-2,-4
CCc1c(C)nc(SCC(=O)Nc2cccc(Br)c2)[nH]c1=O,-0.5,0.6,6,12,-4,0.0,-1,-1,-6
CCC(C)NC(=O)/C=C1\Sc2ccccc2NC1=O (stereo unspecified),1.9,0.3,11,-3,3,3.5,4,0,-9
CCN(CC)S(=O)(=O)c1cccc(C(=O)N[C@H](C(=O)O)C(C)C)c1,-0.2,-0.2,12,10,-8,-0.1,-2,2,-5
CC1(C)OC(=O)C(=NNc2ccc(Br)cc2)C(=O)O1,-1.0,0.5,5,30,-2,.,4,-3,1
CC(C)CN(Cc1c(O)ccc2ccccc12)CC(C)C,-5.1,0.8,12,2,-2,0.2,-4,8,-5
CCn1c(COc2ccccc2)nnc1SCC(=O)CC(=O)Nc1ccccc1OC,-3.3,0.0,3,-11,-9,0.0,1,0,-11
C=CCNc1nc(Nc2ccc(OC)cc2)nc(OCC)n1,-0.4,-0.3,19&16,62*!,1,-1.3,2,0,-7
O=c1cc(CN2CCN(Cc3ccccc3)CC2)c2cc3c(cc2o1)CCC3,1.3,-0.7,7,15,81*,-1.0,15,2,-15
O=C(O)C1C2C=CC(C2)C1C(=O)OCC1CCCO1 (stereo unspecified),0.0,1.0,6,-5,-3,0.6,-1,-2,0
CCC1=NC(c2ccccc2)N(O)C1(C)C (stereo unspecified),-0.2,-0.4,7,22,0,-0.7,-2,2,-3
O=C(Cc1ccc(Br)cc1)N(Cc1ccccc1)c1ccccn1,1.5,-1.1,3,45,-1,-0.1,8,-4,-8
O=C(NCCN1CCOCC1)c1cc(-c2ccc(Cl)cc2)on1,-1.3,0.6,6,10,-1,3.7,-1,0,-3
OC1(C2(O)CC(c3ccccc3)ON2)CCCCC1 (stereo unspecified),12,0.7,2,4,0,3.4,-2,-2,-6
COc1ccc(CNC(=O)C/C(C)=N/NC(=O)C23CC4CC(CC(C4)C2)C3)cc1,0.3,0.1,11,37,0,3.8,19,-2,3
O=C(O)CCn1ncc2ccccc2c1=O,0.3,1.1,4,28,-4,2.8,20,0,-5
COc1ccc(C(=O)c2ccc(Cl)cc2Cl)cc1,-1.2,1.8,15,11,-1,-1.0,1,-1,2
COc1ccc([N+](=O)[O-])cc1N(CC(O)CN1CCCCC1)S(=O)(=O)c1ccc(C)cc1 (stereo unspecified),0.7,-0.1,6,-8,.,-1.7,24,.,-1
CCCCC1=CC2=C(c3ccco3)C(=O)C(C)(OC(=O)c3ccc(OC)cc3)C(=O)C2=CN1CCOC (stereo unspecified),-4.1,.,19,7,-11,0.4,33,-10,.
COc1ccc(C2NC(=O)NC(C)=C2C(C)=O)cc1 (stereo unspecified),-1.3,0.5,11,27,-4,-1.2,8,-4,-8
O=C(NCc1nc2ccccc2[nH]1)C1=C[C@H](c2ccc3c(c2)OCO3)C[C@H](OCc2ccc(CO)cc2)O1,1.9,0.7,3,-16,-20,0.3,-3,0,-14
COC(=O)Nc1ccc(SCC(=O)c2ccc(Cl)cc2)cc1,0.0,-0.2,9,-56,30,1.8,5,39,-10

# These rows are one share of the data; count on the stated rates, not on these rows.
